# Screening results deposited in PubChem BioAssay by National Center for Advancing Translational Sciences (NCATS).
# ERK EGF block: blocks ERK signaling stimulated by EGF. HEK293-V1b, EGF-stimulated phospho-ERK AlphaScreen. Potency, µM (series often up to 11.5 µM), without a hit: at the top dose activity change, negative = inhibition, hits mostly inhibitors. 130,000 compounds, 0.41% hits. AID 1454; active = well fitted inhibition curve with a large enough effect; inconclusive = small, poorly fitted or top-dose-only effect, or effect the other way;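 note: plate controls were stimulated vehicle wells for no effect and unstimulated vehicle basal for full effect; nearly all actives have a fitted effect of over 55% in size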
#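 Compounds are titrated over HEK293-V1b cells kept overnight in 1% FBS. After 30 min at 37C, EGF (25 nM final) triggers ERK phosphorylation for 5 min, measured by AlphaScreen in lysates.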
# Numbers without * were called inactive; ? = inconclusive; & = joins results of further samples; [ ] = another dose, or the depositor's remark. Potency is the fitted concentration of half-maximal effect. These rows are one share of the data; rates above refer to the full screens.
SMILES,ERK EGF block
COc1ccc(OC)c(-c2c3cc(O)c(=O)cc-3oc3cc(O)c(O)cc23)c1,25µM*
COc1cc(/C=N/N=C2/NC(=O)C(CC(=O)O)S2)ccc1OCc1ccc(Cl)cc1 (stereo not drawn),-2%
CO[C@H]1[C@@H](OC(N)=O)[C@H](O)[C@@H](Oc2ccc3c(O)c(NC(=O)c4ccc(O)c(CC=C(C)C)c4)c(=O)oc3c2C)OC1(C)C,14%[25.7 µM]
O=C(O)c1ccc(CSc2nc(-c3ccccc3)cc(C(F)(F)F)n2)cc1,2%
O=C(NC(=S)Nc1ccc(O)cc1)c1ccccc1Cl,10%
Cc1cc(C)nc(SCC(=O)NNC(=O)c2ccccc2C)n1,-5%
OC(CNCc1ccc2c(c1)OCO2)COc1ccc(F)cc1 (stereo not drawn),6%[57.5 µM]
CC(=O)Nc1ccc(-c2csc(Nc3cccc(C)n3)n2)cc1,0%
COc1cccc(/C=N/n2c(=O)[nH]c3ccccc32)c1OC,2%
O=C(Nc1ccc(F)cc1F)c1csc(-c2ccccc2)n1,-14%
O=C(CCl)Nc1nc(-c2ccco2)c(-c2ccco2)s1,-1%
Cc1nn(C(C)C)c(C)c1CN1CCCC(CCC(=O)NCc2ccccc2F)C1 (stereo not drawn),3%
CCC(=O)NCCc1nc2cc(NC(=O)c3cccs3)ccc2n1C,-3%[57.5 µM]
CN(C)S(=O)(=O)c1ccc2c(c1)nc(CCC(=O)O)n2C,35%
CCOC(=O)c1cc(-c2ccc(N3CCOCC3)cc2)nn1-c1ccc(F)cc1F,2%
C/C(=N\NC(=S)NC(C)C)c1ccco1,10%
CCCCS(=O)c1snnc1C (stereo not drawn),-7%
CCN(CC)CCC(C)OC(c1ccccc1)c1ccccc1 (stereo not drawn),4%
CCCCOC(=O)/C(=C/c1cn(C)c2ccccc12)NC(=O)c1ccc(OC)cc1,8%
COc1ccc(-c2[nH]ncc2-c2cscn2)c(O)c1,-2%
Cc1ccc(NC(=S)N(Cc2ccccc2)Cc2cccs2)c(C)c1,-2%
CCCCCCCCCCCC(=O)N1CC(=O)NC(=O)C1,5%[57.5 µM]
CCN(CC)CC(=O)Nc1ccc(-c2ccc(NC(=O)CN(CC)CC)c(OC)c2)cc1OC,-7%
CS(=O)(=O)N1CCC2(CC1)CN(Cc1ccccc1)C2,-10%
O=C(O)c1ccccc1CSc1ccccn1,-3%

# Next part:
SMILES,ERK EGF block
CCOC(=O)N1CCN=C1SCc1ccc(Cl)c(Cl)c1,-5%
CN(C)/C=N/C(=S)Nc1cc(Cl)cc(Cl)c1,33%
O=C(NCc1ccncc1)C(=O)NC1CC1,1%
CCN(CC)C(=O)CN1C(=O)C2(NC(=O)c3ccccc3N2)c2ccccc21 (stereo not drawn),-16%[57.5 µM]
Oc1ccc(/C=N/Nc2ccnc3cc(Cl)ccc23)cc1O,-14%[57.5 µM]
O=C(COC(=O)c1ccc([N+](=O)[O-])s1)NC(=O)NCc1ccccc1,5%
N#CCSc1nc(-c2ccccc2)c2cc(Cl)ccc2n1,-1%
COc1ccc(/C=C/C(=O)N2CCN(S(=O)(=O)/C=C/c3ccccc3)CC2)cc1OC,2%
COc1ccc2cc(Br)ccc2c1CC(=O)NCC1CCCO1 (stereo not drawn),0%
CN(Cc1ccccc1)C(=O)COC(=O)c1cc(Cl)nc(Cl)c1,6%
CCOC(=O)c1sc2nc(C(C)C)c3c(c2c1N)CCC3,6%
O=[N+]([O-])c1cccc(S(=O)(=O)NCCCN2CCOCC2)c1,23%
COc1cc(/C=C(\C#N)C(=O)N2CCOCC2)cc(Br)c1O,-13%
CC(Oc1ccccc1F)C(=O)NN (stereo not drawn),5%
Cc1cc(C)c2c(=O)[nH]c(SCC(=O)c3ccc(C)c(C)c3)nc2n1,6%
CC/C(=N/Nc1cccc(C)c1)c1cnnc(SC)n1,-10%
c1ccc(-c2noc(CN3CCc4sccc4C3)n2)cc1,1%
COc1ccc(C(CNC(=O)c2ccc(S(=O)(=O)N(C)C)cc2)N2CCCCC2)cc1 (stereo not drawn),5%
Cc1cc(C)n2ncc(/C(N)=N/OC(=O)c3ccccc3F)c2n1,13%[57.5 µM]
Cc1ccc(C(=O)NNC(=O)c2ccco2)cc1,3%
Cc1ccccc1C(=O)NNc1ccc(-c2csnn2)cc1,-3%[57.5 µM]
O=C(O)CC(NC(=O)CCC1CCCCC1)c1cc([N+](=O)[O-])ccc1Cl (stereo not drawn),3%
Cc1ccccc1NC(=O)NCC1CCN(C(=O)OC(C)(C)C)CC1,12%[57.5 µM]
Cc1ccc(-n2nnc3c(=O)n(Cc4cc(C)ccc4C)cnc32)cc1,0%
CC(C)CNS(=O)(=O)c1ccc(OCC(=O)Nc2ccc3c(c2)OCCO3)cc1,4%

# Remaining list, next part.
SMILES,ERK EGF block
CC(=O)NS(=O)(=O)c1ccc(NC(=O)/C=C/c2ccc(C)o2)cc1,-4%
CC1=CC(C)(C)n2c(O)c(N=N)c3cc(C)cc1c32,?
COc1cccc(Cn2c(=O)c3ccccc3n3nc(C)cc23)c1,3%
CC(=O)NC(=S)Nc1ccccc1F,-7%
O=C1N/C(=C/c2cccs2)C(=O)N1Cc1ccc(F)cc1,1%
Cc1ccccc1NC(=O)c1ccc(Cn2cc([N+](=O)[O-])cn2)o1,-5%
COCCNC(=O)[C@H](C)[C@H]1C[C@]1(C)[C@H](NC(=O)OCc1ccccc1)c1ccccc1,10%&13%
CC(C)(C)c1cc(NCCCn2ccnc2)n2ncc(-c3ccccc3)c2n1,?
Nc1nc2n(n1)C(=O)CC(c1ccc(Cl)cc1)N2 (stereo not drawn),-5%
COc1ccc(NC2=C(Cl)C(=O)N(CCc3ccccc3)C2=O)c(OC)c1,?
Cc1cccc2sc(NC(=O)CN3C(=O)c4ccccc4C3=O)nc12,-4%
CCOC(=O)c1cnc2c(cnn2C)c1NCc1ccc(OC)cc1,5%
Cc1cc(C(F)(F)F)n(-c2nc(C(=O)O)cs2)n1,7%
CCO[C@@H]1OC(C(=O)NC2CC2)=C[C@H](C(C)(C)C)[C@H]1CCCO,7%[57.5 µM]
O=c1c2ccccc2nc(SCc2cc([N+](=O)[O-])cc3c2OCOC3)n1-c1ccccc1,-3%
COc1ccc(CCNC(=O)C2CCC(CNS(=O)(=O)c3ccc(F)cc3)CC2)cc1OC (stereo not drawn),-6%
Cc1ccc(N(C(=O)c2ccncc2)C2C=CS(=O)(=O)C2)cc1 (stereo not drawn),3%
O=C/C(=C\Nc1ccccn1)c1nc2cc(Cl)ccc2o1,-1%
O=C(Nc1ccccc1-c1nc2ccccc2s1)c1cccnc1,23%
COC(=O)c1sccc1-n1cccc1C(=O)C(=O)N1CCOCC1,5%
CCOc1ccccc1N1CCN(C(=S)NCc2ccccc2)CC1,0%
CNS(=O)(=O)c1ccc2ccccc2c1,3%[57.5 µM]
CCC(=O)Nc1nc2ccccc2n1Cc1ccc(Cl)cc1,-9%
CSc1nccc(Oc2cccc(C#N)c2)n1,0%
O=C1C2C3C=CC(C3)C2C(=O)N1CCN1CCN(S(=O)(=O)/C=C/c2ccccc2)CC1 (stereo not drawn),-3%

# (more compounds)
SMILES,ERK EGF block
COc1ccc(CCCC(=O)N/N=C/c2ccc(C)cc2)cc1,-1%
CCCn1nnc(NC(=O)c2ccc3c(c2)OCO3)n1,8%[57.5 µM]
O=C(CCc1nnc(-c2ccsc2)o1)N1CCCCC1CCn1ccnc1 (stereo not drawn),10%
O=C(Nc1ccncc1)C1CCN(S(=O)(=O)c2cccs2)CC1,-13%
O=C(Nc1ccccc1)N1CCC2(CC1)CCN(C(=O)c1cnccn1)CC2,13%
CC(=O)N[C@@H](C(=O)O)C(C)(C)SN=O,3%
Cc1cc([N+](=O)[O-])nn1CCC(=O)Nc1nccs1,-5%
COc1cc(S(=O)(=O)N2CCC(c3nc4ccccc4s3)CC2)ccc1S(=O)(=O)NC1CCCC1,4%
Cc1c(Cl)cnc(NC(=O)COC(=O)c2cccc(S(=O)(=O)N3CCc4ccccc4C3)c2)c1Cl,-7%
COc1ccccc1-n1c(=S)[nH]c2c(sc(=S)n2-c2ccccc2)c1=O,-4%
Cc1cc(Cl)ccc1OCC(=O)NC(=S)Nc1ccccc1N1CCOCC1,1%
COc1ccc(NC(=O)CSc2nnc(Cn3c(=O)sc4ccccc43)n2C)cc1,9%
Cn1c(=O)[nH]c(=O)c2c1nc(N1CCOCC1)n2CCc1ccccc1,2%
COc1ccc(C(NC(=O)c2ccccc2F)NC(=O)c2ccccc2F)cc1,-15%
CC(C)(C)OC(=O)NCCC(=O)N/N=C/c1ccc2nccnc2c1,3%[57.5 µM]
C=CCN1CC(C)/C(=N\O)CC1C (stereo not drawn),7%[57.5 µM]
CCOc1ncccc1C(=O)N1CCN(S(=O)(=O)c2ccc3ccccc3c2)CC1,2%[57.5 µM]
O=C(c1cc(O)c(O)c([N+](=O)[O-])c1)c1ccccc1F,?
Cc1nn(-c2ccccc2)c2c1C(c1cccc([N+](=O)[O-])c1)N(c1ccccc1)C(=O)N2 (stereo not drawn),-3%
CC(=O)N(c1ccccc1)c1nc(/C=C/C(=O)O)cs1,-3%
C[N+](C)(CCCCCC[N+](C)(C)CCCN1C(=O)c2ccccc2C1=O)CCCN1C(=O)c2ccccc2C1=O,-2%
COc1ccccc1/C=C/C=N/NC(=O)c1ccncc1,4%
CC[N+](CC)(CCCCS(=O)(=O)[O-])CCNP1(=O)C=C(c2ccccc2)OC(c2ccccc2)=C1,3%
COc1ccc(C(=O)C2CCCN(C(=O)c3cccnc3OC)C2)cc1F (stereo not drawn),-4%
CC(NS(=O)(=O)c1ccc([N+](=O)[O-])cc1)C(=O)NN (stereo not drawn),11%

# (cont.)
SMILES,ERK EGF block
Cc1cc(C)nc(SCc2ccc(C(=O)N/N=C/c3ccc(C(=O)O)cc3)cc2)n1,-1%
Oc1cccc2c(NC(=S)Nc3ccc(SC(F)F)cc3)cccc12,?
O=C(CCl)NCCN1C(=O)S/C(=C\c2cccnc2)C1=O,-6%
CS(=O)(=O)N1CCc2cc(NC(=O)c3ccc(Cl)cc3Cl)ccc21,9%
O=C(Nc1nnc(COc2ccccc2F)s1)Nc1ccccc1F,3%[57.5 µM]
COc1ccc(CC(=O)OCC(=O)N2N=C(c3ccccc3)CC2c2ccc(OC)cc2)cc1 (stereo not drawn),7%
CC(C)N=c1cc2n(-c3ccc(Cl)cc3)c3ccccc3nc-2cc1Nc1ccc(Cl)cc1,-12%[25.7 µM]
N#Cc1cc(Sc2ccccn2)c([N+](=O)[O-])cc1C#N,0%
Cc1cc(C=C2C(=O)c3ccccc3C2=O)c(C)n1-c1cccc(C(=O)O)c1,?
CN1/C(=C/C=C(C#N)C#N)C(C)(C)c2ccccc21,-3%
CCN(CC)S(=O)(=O)c1ccc(C(=O)NC(C)(C)C)cc1,-4%
COc1ccc(/C(O)=C2/C(=O)C(=O)N(CC3CCCO3)C2c2ccc(O)c(OC)c2)cc1 (stereo not drawn),24%
Cc1cc(C)n(CC(=O)N/N=C/c2ccc([N+](=O)[O-])s2)n1,8%
NNC(=O)c1sc2cc(C(F)(F)F)cnc2c1-c1cccs1,-10%[57.5 µM]
NS(=O)(=O)c1ccc(-n2ncc3c(=O)[nH]c(SCC(=O)Nc4nccs4)nc32)cc1,6%
Cc1cccc(CNc2nc(-c3ccccc3CN(C)C)nc3ccccc23)c1,20%
CC(C)(C)n1cnc2cc(NC(=O)c3cccs3)ccc21,4%
COc1ccc(CCn2c(NN=C3CCCC3)nc3c2c(=O)[nH]c(=O)n3C)cc1,5%[57.5 µM]
CCCn1c(=O)[nH]c(=O)c2c(C(F)(F)F)cc(-c3ccc(C)cc3)nc21,?
O=C(c1ccccc1)N(NC(=O)C(O)(c1ccccc1)c1ccccc1)c1cccc(F)c1,4%
O=[N+]([O-])c1cccc(/C=N/Nc2nc(N3CCCCC3)nc(N3CCCCC3)n2)c1,6%

# Not a retest: 22 of the compounds above.
SMILES,ERK EGF block
COc1ccccc1/C=C/C=N/NC(=O)c1ccncc1,4%
CC[N+](CC)(CCCCS(=O)(=O)[O-])CCNP1(=O)C=C(c2ccccc2)OC(c2ccccc2)=C1,3%
COc1ccc(C(=O)C2CCCN(C(=O)c3cccnc3OC)C2)cc1F (stereo not drawn),-4%
CC(NS(=O)(=O)c1ccc([N+](=O)[O-])cc1)C(=O)NN (stereo not drawn),11%
Cc1cc(C)nc(SCc2ccc(C(=O)N/N=C/c3ccc(C(=O)O)cc3)cc2)n1,-1%
Oc1cccc2c(NC(=S)Nc3ccc(SC(F)F)cc3)cccc12,?
O=C(CCl)NCCN1C(=O)S/C(=C\c2cccnc2)C1=O,-6%
CS(=O)(=O)N1CCc2cc(NC(=O)c3ccc(Cl)cc3Cl)ccc21,9%
O=C(Nc1nnc(COc2ccccc2F)s1)Nc1ccccc1F,3%[57.5 µM]
COc1ccc(CC(=O)OCC(=O)N2N=C(c3ccccc3)CC2c2ccc(OC)cc2)cc1 (stereo not drawn),7%
CC(C)N=c1cc2n(-c3ccc(Cl)cc3)c3ccccc3nc-2cc1Nc1ccc(Cl)cc1,-12%[25.7 µM]
N#Cc1cc(Sc2ccccn2)c([N+](=O)[O-])cc1C#N,0%
Cc1cc(C=C2C(=O)c3ccccc3C2=O)c(C)n1-c1cccc(C(=O)O)c1,?
CN1/C(=C/C=C(C#N)C#N)C(C)(C)c2ccccc21,-3%
CCN(CC)S(=O)(=O)c1ccc(C(=O)NC(C)(C)C)cc1,-4%
COc1ccc(/C(O)=C2/C(=O)C(=O)N(CC3CCCO3)C2c2ccc(O)c(OC)c2)cc1 (stereo not drawn),24%
Cc1cc(C)n(CC(=O)N/N=C/c2ccc([N+](=O)[O-])s2)n1,8%
NNC(=O)c1sc2cc(C(F)(F)F)cnc2c1-c1cccs1,-10%[57.5 µM]
NS(=O)(=O)c1ccc(-n2ncc3c(=O)[nH]c(SCC(=O)Nc4nccs4)nc32)cc1,6%
Cc1cccc(CNc2nc(-c3ccccc3CN(C)C)nc3ccccc23)c1,20%
CC(C)(C)n1cnc2cc(NC(=O)c3cccs3)ccc21,4%
COc1ccc(CCn2c(NN=C3CCCC3)nc3c2c(=O)[nH]c(=O)n3C)cc1,5%[57.5 µM]
